# Yfh1-off respiration: mitochondrial function rescue without frataxin homolog – Friedreich's ataxia, plus single-dose screen, dose response (AID 1465). fold induction at 50 µM, or EC50 in µM where a hit was titrated. actives 0.074% (n = 220,000). S. cerevisiae Yfh1-off respiration, WST-1 reduction, 72 h; higher fold induction means a stronger effect;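 active = fold induction of absorbance versus untreated yeast above a set limit, then at least 30% activation at any dose in follow-up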;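 also: activators that raise dye reduction in frataxin-depleted yeast; strong numbers were not always called active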
# GPR55 beta-arrestin: GPR55 agonists via beta-arrestin recruitment, primary screen, imaging, U2OS cells, beta-arrestin-GFP redistribution (AID 1961) | U2OS GPR55 beta-arrestin-GFP redistribution imaging; higher % means a stronger effect | activation, % at 10 µM; hits with a dose series show EC50 in µM | actives 0.048% (n = 290,000);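 active = activation above 40% with more than 50 cells counted in the well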;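 also: U2OS osteosarcoma cells stably expressing GPR55 and beta-arrestin-GFP; plate controls were DMSO negative control for no effect and LPI positive control for full effect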
# KOR beta-arrestin-1: kappa opioid receptor blockers – cell-based, luminescence, uHTS (AID 1778); actives 0.091% (n = 290,000); KOR beta-arrestin recruitment, luminescence, antagonist mode; higher % means a stronger effect; inhibition, % at 10 µM; hits with a dose series show IC50 in µM; also: strong numbers were not always called active
# NOD1 inhibition: NOD1 signaling inhibitors, primary screen, cell-based, luminescence, uHTS (AID 1578). NOD1-driven NF-kB luciferase reporter cells, luminescence; higher % means a stronger effect. inhibition, % at 4 µM, or EC50 in µM where a hit was titrated. actives 1% (n = 290,000); in the data active = inhibition mostly above about 36%, no sharp cut-off; inactive = mostly below about 34%;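 also: HEK-293T reporter cells stimulated with the NOD1 agonist gamma-tri-DAP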
# KOR beta-arrestin-2: KOR agonists, beta-arrestin recruitment, primary screen, cell-based, luminescence, uHTS (AID 1777). KOR beta-arrestin recruitment, luminescence; higher % means a stronger effect. activation, % at 10 µM; hits with a dose series show EC50 in µM. actives 0.02% (n = 280,000); in the data active = activation above about 50%, passing the limit was not always enough; also: a part of the inactive calls stands beside numbers as strong as those of hits
# HEK293 NOD2/NF-kB: NOD2 signaling inhibitors, cell-based, luminescence, uHTS, HEK293 (AID 1566) | HEK293 NOD2/NF-kB luciferase reporter, luminescence; higher % means a stronger effect | inhibition, % at 4 µM, or EC50 in µM where a hit was titrated | actives 0.63% (n = 290,000); also: many of its hits are not listed in these tables
# NTR1 ag: NTR1-driven beta-arrestin-GFP spot formation – imaging, U2OS cells, high content, primary screen (AID 493036); agonist mode; actives 0.17% (n = 330,000); activation, % at 20 µM;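 active = activation at or above 40% of the spot to cytoplasm intensity ratio, with at least 20 cells analyzed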;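 also: 0% = DMSO without peptide and 100% = 100 nM NTR1 peptide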
# Target sequence (P30989 whole entry, looked up): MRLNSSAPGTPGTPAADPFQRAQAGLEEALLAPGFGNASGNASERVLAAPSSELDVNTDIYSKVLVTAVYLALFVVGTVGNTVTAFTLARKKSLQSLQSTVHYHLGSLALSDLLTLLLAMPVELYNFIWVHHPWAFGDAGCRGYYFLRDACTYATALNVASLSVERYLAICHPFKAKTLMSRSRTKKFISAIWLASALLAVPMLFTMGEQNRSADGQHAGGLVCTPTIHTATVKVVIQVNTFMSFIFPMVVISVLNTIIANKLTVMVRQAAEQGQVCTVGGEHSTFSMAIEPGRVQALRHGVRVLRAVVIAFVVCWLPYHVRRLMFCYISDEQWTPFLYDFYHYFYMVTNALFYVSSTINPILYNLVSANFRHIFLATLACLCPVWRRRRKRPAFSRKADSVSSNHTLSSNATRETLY
# TNAP activators: human TNAP enzyme activators, primary screen, biochemical, luminescent, no phosphate acceptor, uHTS (AID 1001). activation fold at 20 µM; hits with a dose series show EC50 in µM. purified TNAP, luminescent activation assay, no phosphate acceptor; higher activation fold means a stronger effect. actives 0.03% (n = 200,000); in the data active = activation fold from about 3, or a potency from the dose series; inactive = the rest, 99 in 100 with activation fold below about 1.6; also: many of its hits are not listed in these tables
# CSM14.1 death rescue: protection against thapsigargin-triggered cell killing – 384-well, CSM14.1, ATP luminescence, primary screen (AID 1222). 190,000 tested, under 10 active. CSM14.1 thapsigargin-induced death rescue, ATP luminescence; higher % means a stronger effect. cellular ATP content (survival), % at 20 µM, or EC50 in µM where a hit was titrated;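 active = EC50 below 50 µM in the dose-response confirmation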;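 also: death triggered by thapsigargin at about 15 µM added after 2 h compound pretreatment; cell ATP read after overnight thapsigargin exposure of roughly 18 to 22 hours; normalized against plate controls of thapsigargin alone and 5% DMSO vehicle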
# NTR1 ag cell count 20 µM: recorded beside NTR1 ag, whose call it bears; cell count; measured here: cell count, cytotoxicity flag
# * = called active by the depositor; i = inactive; · = no result given; [ ] = dose if it differs, or a comment. Rule as the data show it, unless noted: active = inhibition above about 50%; inactive = the rest. A portion of the library, so the mix of outcomes need not match the whole.
SMILES,Yfh1-off respiration,GPR55 beta-arrestin,KOR beta-arrestin-1,NOD1 inhibition,KOR beta-arrestin-2,HEK293 NOD2/NF-kB,NTR1 ag,NTR1 ag cell count 20 µM,TNAP activators,CSM14.1 death rescue
C=CCN(CC=C)C(=O)c1cc(Cl)ccc1[N+](=O)[O-],i,0.1%,·,-21%,-0.6%,4%,-2.2,51,1.1,-0.3%
O=C(Nc1ccc(S(=O)(=O)NCC2CCCO2)cc1)C1CC(=O)N(c2ccccc2)C1 (configuration not stated),·,0.0%,-11%,-21%,6.9%,-14%,-0.6,49,·,·
O=C(NCCc1ccc(Cl)cc1)c1ccc(=O)[nH]c1,·,0.4%,-12%,31%,7.1%,-53%,-1.0,39,·,·
O=C(O)CCSc1nc2ccccc2n1CCOc1ccccc1,i,-0.3%,14%,6%,7.8%,20%,-0.7,46,1.1,-1.1%
CC1COC2C(O1)N(S(C)(=O)=O)CCN2S(C)(=O)=O (configuration not stated),i,-0.2%,-17%,8%,-4.8%,6%,2.0,79,1.1,·
COCC(=O)Nc1ccc(F)cc1,i,-0.1%,-21%,-22%,2.5%,1%,-1.9,88,1,-0.9%
Cc1ccc(S(=O)(=O)N(C)C)cc1NC(=O)COC(=O)COc1ccccc1[N+](=O)[O-],i,0.6%,-32%,-33%,6.6%,0%,-0.7,42,1,0.3%
O=C(Nc1ccn(Cc2ccc(Cl)cc2)n1)c1ccccc1,i,0.2%,-11%,-52%,-5.6%,-110%,3.6,54,1.1,1.5%
C=C(C)CSC1=C(C#N)C(c2ccccc2Cl)CC(=O)N1 (configuration not stated),i,-0.2%,8%,22%,4.1%,8%,1.9,79,1,-1.7%
CCc1c(-c2n[nH]c(=S)n2Cc2ccccc2)csc1C,i,-0.2%,17%,6%,2.8%,7%,1.0,55,1,-0.7%
CN(CC(=O)NCCc1ccc(F)cc1)Cc1cccc(Cl)c1,i,-0.5%,18%,12%,-0.9%,-35%,0.3,48,1,0.5%
Cc1ccc(C(=O)NC(=S)Nc2ccc(S(=O)(=O)N(C)c3ccccc3)cc2)cc1,i,-0.2%,-18%,-35%,-5.1%,16%,3.9,64,1,-4.5%
CC(C)CCOc1ccc(/C=N/N2C(=O)CSC2=S)cc1,·,0.5%,12%,42%,0.6%,5%,0.1,48,·,·
c1ccc(-c2noc(-c3cccs3)n2)nc1,i,-0.1%,40%,-18%,10%,-54%,0.8,59,1,-4.6%
Cc1cccc(CC2CC(=O)N(c3ccccc3)C2=O)c1 (configuration not stated),i,-0.1%,-24%,11%,-3.2%,7%,-2.2,87,1.1,-0.8%
CC(C)N1CCC(N2CCN(CC#Cc3ccccc3)CC2CCO)CC1 (configuration not stated),i,-0.3%,-10%,-34%,-0.8%,6%,-1.4,39,1.1,-0.2%
CN(C)C(=O)c1cccn(Cc2ccc(C(F)(F)F)cc2)c1=O,i,-0.4%,-12%,-19%,-8.3%,3%,0.4,53,1.1,-1.0%
CCS(=O)(=O)N1CCC(C(=O)NCc2ccc(F)cc2Cl)CC1,i,-0.1%,4%,4%,2.4%,8%,-0.3,50,1.1,-0.2%
COc1cccc(NC(=O)c2cccs2)c1,i,-0.1%,46%,-38%,-5.0%,-26%,-1.6,48,1,·
CCOC(=O)Cc1csc(NC(=O)CC(C)(C)CC(=O)O)n1,i,-0.2%,15%,-2%,7.5%,10%,-0.1,48,·,·
C/C(=N\NC(=O)CSCc1ccccc1Br)c1cccc([N+](=O)[O-])c1,i,0.3%,18%,-15%,0.7%,19%,12,75,1.1,1.6%
COC(=O)N/N=C/c1cc(C)n(-c2ccc(F)cc2)c1C,i,-1.0%,-62%,-30%,-3.5%,-21%,0.0,55,1,-1.3%
COc1ccc(Cl)cc1NS(=O)(=O)c1ccc(S(=O)(=O)N2CCCC2)cc1,i,0.6%,-23%,-14%,14%,-2%,2.3,39,1,0.4%
Cc1ccc(NC(=O)NC(=O)c2cnccc2C(F)(F)F)c(C)c1,i,-0.4%,22%,-4%,·,1%,-0.5,54,·,·
O=C(NC1CCCC1)C1CCC(=O)N1CCc1ccccc1 (configuration not stated),i,-0.2%,-28%,-29%,-3.0%,8%,-1.3,57,1,0.5%
# Next structures
SMILES,Yfh1-off respiration,GPR55 beta-arrestin,KOR beta-arrestin-1,NOD1 inhibition,KOR beta-arrestin-2,HEK293 NOD2/NF-kB,NTR1 ag,NTR1 ag cell count 20 µM,TNAP activators,CSM14.1 death rescue
O=C(CSCC(=O)Nc1nccs1)Nc1ccccc1,i,-0.3%,-45%,12%,-6.1%,9%,-1.5,41,1.1,-1.0%
O=C(Cc1ccc(Cl)c(Cl)c1)Nc1ccc(S(=O)(=O)Nc2ncccn2)cc1,·,-0.2%,-17%,-7%,4.2%,3%,-0.5,51,·,·
COc1ccccc1-c1nnc2sc(COc3ccc(Cl)cc3)nn12,·,0.6%,18%,-17%,-5.7%,3%,-3.6,86,1.1,-1.7%
CCC[C@H](CN[C@@H](CNC)[C@H](C)CC)NCCc1cc(C(F)(F)F)cc(C(F)(F)F)c1,·,-0.2%,-92%[20 µM],-10%,-3.5%,13%,2.0,22,·,·
O=C(CN1C(=O)/C(=C/c2ccccc2F)SC1=S)NC1C=CS(=O)(=O)C1 (configuration not stated),·,-0.2%,-4%,-35%,7.4%,0%,-0.5,88,·,·
CCOc1ccc(C(=O)N2CCN=C2SC)cc1OCC,i,-0.2%,-26%,-32%,1.7%,-6%,-2.2,60,1.1,1.0%
COc1cccc(C(=O)NNC(=O)Cc2csc(N)n2)c1,i,-0.2%,27%,-7%,-5.4%,18%,0.5,61,1.9,0.0%
N#Cc1cc(C#N)c(N2CCN(c3cccc(Cl)n3)CC2)nc1N,i,-0.1%,-5%,-13%,-0.3%,-167%,6.9,56,1.1,0.1%
CC(C)c1ccc(/C=N/NC(=O)c2nnn(-c3nonc3N)c2CN(C)C2CCCCC2)cc1,·,0.2%,-11%,-43%,-1.4%,7%,3.5,54,·,·
CC1(C)Cc2c(sc3nc4n(-c5ccccc5)c(=O)c(CCC(=O)O)nn4c(=O)c23)CO1,i,0.2%,-4%,-6%,-0.1%,-15%,3.3,46,·,·
O=C(c1cccnc1Cl)N(Cc1ccccc1)Cc1ccccc1,i,-0.4%,20%,-10%,1.3%,-2%,1.1,50,1.1,0.9%
Cc1ccc(OCC(=O)NNC(=S)NC(=O)C2CCCCC2)c(C)c1,·,-0.2%,23%,-26%,-8.0%,3%,-0.2,65,·,·
O=C(Nc1cccc(S(=O)(=O)NC2=NCCCCC2)c1)C1COc2ccccc2O1 (configuration not stated),i,-0.4%,-7%,-45%,-2.9%,-3%,-1.2,57,1.1,-1.9%
CCOc1ccc(C2N(c3ccc(OC)cc3)C(=O)C3CCCN32)cc1OC (configuration not stated),i,-0.2%,-7%,-14%,-4.2%,5%,1.0,52,1.2,2.1%
Cc1cc(S(=O)(=O)N2CCN(c3ccc(F)cc3)CC2)ccc1-n1cnnn1,·,-0.4%,-50%,-25%,1.8%,6%,0.3,59,·,·
CC(=O)Nc1ccc(S(=O)(=O)NNC(=O)c2sc(=S)n(C)c2C)cc1,i,-0.1%,-14%,-23%,-2.2%,6%,5.9,38,0.9,2.0%
COc1ccc(/C=C(\C#N)C(=O)OCC(=O)NCc2ccccc2)cc1,i,0.1%,25%,-17%,6.2%,6%,0.7,43,1.1,-3.6%
N=C(N)SCc1cn2ccccc2n1,i,0.0%,-10%,-31%,9.0%,14%,-2.2,40,0.4,13%
Cc1cc(C)cc(OCC(=O)N2CCCCCC2)c1,i,-0.1%,39%,-13%,-3.2%,-6%,-1.0,59,1.1,·
Cc1cccc2c(N)c3c(nc12)CCCC3 (tested in a mixture with another compound),i,-0.1%,-64%[20 µM],53%*,·,6%,·,·,1.1,-1.7%
Cc1ccc(NC(=O)c2c(Cl)n(C)c3ccccc23)cc1,·,-0.3%,16%,8%,1.5%,-43%,3.1,35,1.1,-1.2%
COc1ccc(OC)c(C(=O)CC2OC(=O)c3ccccc32)c1 (configuration not stated),i,0.6%,10%,1%,-0.9%,33%,0.2,73,1.1,0.0%
COc1ccc(-c2nc3ccccc3nc2-c2ccc(OC)c(OC)c2)cc1OC,·,0.6%,13%,4%,-1.5%,-6%,0.1,68,·,·
CC(=C1C2C=CC1C1C(=O)NC(=O)C21)c1ccccc1 (configuration not stated),i,-0.2%,-3%,·,2.3%,11%,1.2,64,1.1,-2.7%
Cc1ccccc1NS(=O)(=O)c1ccc(Cl)cc1,i,-0.1%,-20%[20 µM],-26%,·,12%,2.1,62,1,-0.2%
# The listing continues:
SMILES,Yfh1-off respiration,GPR55 beta-arrestin,KOR beta-arrestin-1,NOD1 inhibition,KOR beta-arrestin-2,HEK293 NOD2/NF-kB,NTR1 ag,NTR1 ag cell count 20 µM,TNAP activators,CSM14.1 death rescue
COCc1nnc(NS(=O)(=O)c2c(C)cc(C)cc2C)s1,i,-0.1%,-3%,-4%,-5.0%,10%,-2.8,71,1,0.7%
COc1ccc(S(=O)(=O)N2CCC(C(N)=O)CC2)c2ccccc12,i,0.0%,32%,-13%,-3.5%,0%,-0.7,39,1.1,-1.8%
CC1CCN(C(=O)/C=C/c2ccc(C(C)(C)C)cc2)CC1,i,1.2%,·,-21%,-0.1%,24%,3.4,55,1.1,0.1%
COc1ccc(-n2c(SCC(=O)Nc3cc(C)on3)nc3c(c2=O)SCC3)cc1OC,·,-0.2%,7%,12%,-4.2%,10%,0.3,62,·,·
COc1ccc(NC(=O)c2ccc3[nH]c(=O)c(=O)[nH]c3c2)c(OC)c1,·,-0.1%,14%,-1%,-5.6%,9%,-0.8,67,·,·
CN1CC(=O)N(CC(=O)NCCc2ccc(F)cc2)c2ccccc2C1=O,·,-0.1%,25%,-25%,2.6%,3%,2.1,68,1.1,-1.1%
CCc1cc2c(NC3CCCC3)ncnc2s1,i,-0.1%,2%,20%,-1.3%,11%,-0.6,56,1.1,1.6%
CCOc1ccc(N(CC(=O)N2CCOCC2)S(=O)(=O)c2ccc(Cl)cc2)cc1,·,-0.2%,10%,-9%,0.7%,-8%,-0.5,61,·,·
COc1ccc(-c2cc(C(=O)Nc3cc(Cl)ccc3OC)no2)cc1,·,0.0%,13%,-8%,-2.0%,19%,-0.5,44,·,·
O=C(CC1CCCCC1)NCc1ccc(F)cc1,i,-0.3%,3%,-56%,1.2%,-52%,0.1,57,1.1,-0.8%
N/C(Cc1cccc2ccccc12)=N\OC(=O)c1ccc2c(c1)OCO2,i,-0.1%,-87%[20 µM],-18%,-13%,12%,2.0,82,1.1,-1.0%

# Source: PubChem BioAssay
